From PubChem BioAssay
GALK inhibitor: galactokinase (human) inhibition. Purified GALK, Kinase-Glo residual ATP luminescence. Potency, µM (titrated, usually from 57.5 µM), for the others: top-dose activity change, negative = inhibition, most hits filed as inhibitors. 270,000 tested, 0.007% active. AID 1868; also: potency is read from the fitted curve at half-maximal effect
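Compounds were pin-transferred into ATP buffer (35 uM final), then GALK plus galactose (5 nM, 100 uM final) was added. After 1 h at room temperature, Kinase-Glo Plus was added and luminescence read after 10 min.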
PKM2 act: activators of human pyruvate kinase M2; P14618; purified PKM2, Kinase-Glo ATP luminescence, activation; response scale: 0% is enzyme alone, no compound; Potency, µM (highest dose often 57.5 µM), inactives show top-dose activation, most hits filed as activators; 260,000 tested, 0.34% active; also: potency is read from the fitted curve at half-maximal effect; nearly all actives have a fitted effect of over 55% in size
Target sequence (P14618 whole entry, looked up): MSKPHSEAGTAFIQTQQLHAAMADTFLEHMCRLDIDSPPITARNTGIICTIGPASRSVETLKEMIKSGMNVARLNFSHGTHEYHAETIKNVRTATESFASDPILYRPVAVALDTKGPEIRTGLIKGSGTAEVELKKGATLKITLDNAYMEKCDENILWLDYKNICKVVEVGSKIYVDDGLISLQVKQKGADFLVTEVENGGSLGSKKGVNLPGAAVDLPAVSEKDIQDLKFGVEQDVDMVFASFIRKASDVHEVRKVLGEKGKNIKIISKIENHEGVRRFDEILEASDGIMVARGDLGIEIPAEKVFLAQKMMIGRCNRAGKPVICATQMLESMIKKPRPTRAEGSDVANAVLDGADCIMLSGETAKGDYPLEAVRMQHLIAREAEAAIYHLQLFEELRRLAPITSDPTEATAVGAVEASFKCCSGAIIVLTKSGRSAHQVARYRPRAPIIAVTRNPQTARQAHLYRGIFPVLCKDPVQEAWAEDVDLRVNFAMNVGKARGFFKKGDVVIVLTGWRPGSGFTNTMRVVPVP
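ATP formation by purified human PK-M2, quantified via coupled luciferase luminescence after 1 h at room temperature with 0.1 mM ADP and 0.5 mM PEP final.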
Eya2 inh: inhibitors of human Eya2 phosphatase activity. O00167. recombinant Eya2, OMFP fluorescence dephosphorylation (OMFP is methylfluorescein phosphate). Potency, µM (series often up to 76.9 µM), inactives show at the top dose activity, negative = inhibition, most hits filed as inhibitors. 330,000 tested, 0.006% active. AID 488837; also: potency is read from the fitted curve at half-maximal effect
Target sequence (O00167 whole entry, looked up): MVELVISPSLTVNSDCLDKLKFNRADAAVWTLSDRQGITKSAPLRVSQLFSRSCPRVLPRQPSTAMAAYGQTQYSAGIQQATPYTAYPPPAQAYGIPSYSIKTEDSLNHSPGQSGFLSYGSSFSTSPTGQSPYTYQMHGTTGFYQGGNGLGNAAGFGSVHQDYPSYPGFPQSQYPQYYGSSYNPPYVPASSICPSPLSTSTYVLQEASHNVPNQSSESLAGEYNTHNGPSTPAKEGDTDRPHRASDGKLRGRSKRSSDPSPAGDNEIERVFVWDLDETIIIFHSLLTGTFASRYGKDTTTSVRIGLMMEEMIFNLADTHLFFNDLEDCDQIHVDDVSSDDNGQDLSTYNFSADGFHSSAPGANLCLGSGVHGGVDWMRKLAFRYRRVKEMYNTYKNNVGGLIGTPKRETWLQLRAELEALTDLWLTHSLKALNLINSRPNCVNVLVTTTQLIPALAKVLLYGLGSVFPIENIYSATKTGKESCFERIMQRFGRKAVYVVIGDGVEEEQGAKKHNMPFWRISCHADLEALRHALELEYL
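Eya2 (0.2 uM) preincubated 10 min at ambient with compound, then OMFP substrate added at 50 uM; 10 min reaction in 50 mM HEPES pH 7.5, 50 mM NaCl, 5 uM MgCl2, 0.05% BSA, 1 mM DTT. Fluorescence read at Ex 485/Em 525 nm.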
USP2a block: blocks human ubiquitin-specific protease USP2a; O75604; USP2 core, Ub-CHOP2 coupled fluorogenic reporter, 485/531; Potency, µM (top dose mostly 38.3 µM), without a hit: at the highest dose activity change, negative = inhibition, usual class: inhibitors; 330,000 tested, 0.01% active; AID 463254;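 also: potency is read from the fitted curve at half-maximal effect; plate controls were DMSO wells for no effect and full inhibition by NEM control for full effect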
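USP2 core (10nM final) preincubated 30min RT with compound in 20mM Tris-HCl pH 8.0, 2mM CaCl2, 2mM beta-mercaptoethanol, 0.05% CHAPS; 25nM Ub-CHOP2 plus 25nM reporter substrate added, fluorescence (Ex485/Em531) read after 60min.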
Chronic BCR inh: chronic active BCR signaling inhibition. ABC-DLBCL IkBa-CBG/CBR reporter, luminescence ratio, 4 h. Potency, µM (top dose mostly 46.1 µM), without a hit: at the highest dose ratio change, negative = lower green/red ratio, most hits filed as inhibitors. 340,000 tested, 0.05% active. AID 493014; active = well fitted inhibition curve with a large enough effect in the signal ratio, with a control signal flat, not every such curve was filed as active; inconclusive = small, poorly fitted or top-dose-only effect, or effect the other way, or a change in a side signal; the % refers to the signal ratio;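 also: potency is read from the fitted curve at half-maximal effect; plate controls were basal doxycycline-induced cells for no effect and cells given 10 µM MG132 for full effect; MG132 reads +100%, hits lower the ratio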
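Concentration-response series (up to 46 uM) were applied to TMD8 dual-reporter cells for 4 h at 37C with doxycycline. Green/red ratio, after filter-overlap correction, defined %Activity; red signal alone was normalised to basal cells and zero luminescence.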
hERG WT inh: blocks the wildtype human KCNH2 potassium channel | Q12809 | U2OS, BacMam KCNH2, thallium flux FluxOr; stronger effect = lower value | activity change, % at 1.84 µM | 340,000 tested, 0.37% active | AID 720551;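 active = maximum activity change below -70%; inconclusive = maximum activity change between -70% and -50%; inactive = maximum activity change above -50%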
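U2OS cells transduced with wild-type KCNH2 virus are loaded with FluxOr dye for 45 min, and thallium flux is measured in kinetic reads before and after stimulation buffer. Rate constants are normalized to DMSO controls.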
B2AR arrestin: recruits beta-arrestin to the human beta2-adrenergic receptor; beta-arrestin recruitment to beta2AR, cell-based reporter; P07550; 330,000 tested, 0.02% active; Potency, µM (titrated, usually from 46.1 µM), for inactives: top-dose activation, usual class: activators;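 also: potency is read from the fitted curve at half-maximal effect; 0% = DMSO controls and full agonism = EC100 isoproterenol or metaproterenol; nearly all actives have a fitted effect of over 65% in size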
KCNH2 3.1 inh: blocks the human KCNH2 3.1 channel isoform. U2OS KCNH2 3.1, thallium flux FluxOr; stronger effect = lower value. activity change, % (tested at about 1.8 µM). 340,000 tested, 0.95% active;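 active = maximum activity change below -70%; inconclusive = maximum activity change from -70% to -50%; inactive = maximum activity change above -50%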;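 also: thallium influx rate constant from kinetic fluorescence after stimulation buffer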
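Thallium flux via FluxOr fluorescence (Red40 quencher, 45 min loading) in U2OS cells virally expressing the KCNH2 3.1 isoform (1.77 x 10^8 /mL virus, overnight at 37 C). Rate constants from 2-min kinetic reads post-stimulation, normalised to positive and negative controls.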
Giardia kill: kills Giardia lamblia. 340,000 tested, 0.15% active. activity change, % at 7.66 µM, hits read low. Giardia lamblia trophozoite viability; in the data active = activity change below about -80%; inconclusive = between about -30% and that limit;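 also: parasites exposed to compound for two days anaerobically before the ATP read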
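Media and compound were dispensed first, then trophozoites at 100 cells/well; plates sat 48 hrs at 37 deg C without oxygen before ATP luminescence reagent was added and read after 15-30 min at room temperature.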
uPA surface inh: blocks generation of uPA at the cell surface | Potency, µM (titrated, usually from 38.3 µM), without a hit: at the highest dose activity change, negative = inhibition, actives largely listed as inhibitors | AID 540303 | 330,000 tested, 0.31% active | cell surface uPA generation assay, qHTS; active = well fitted inhibition curve with a large enough effect; inconclusive = small, poorly fitted or top-dose-only effect; inactive = no such curve, though single readings can be large or run the other way; tested in mouse RAW 264.7 cells; also: potency is read from the fitted curve at half-maximal effect; nearly all actives have a fitted effect of over 55% in size
Coupling enz: coupling enzyme interference in Giardia aldolase counter-screen; coupling enzyme system counterscreen, AmpLite Red fluorescence; activity change, negative = inhibition, % at 58.2 µM, hits read low; 290,000 tested, 0.67% active; AID 2472; in the data active = activity change below about -30%
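First, compound is pin-transferred into glyceraldehyde-3-phosphate coupling-enzyme reagent at 57.5 uM final and held 10 min at RT. Next, substrate, coupling system and AmpLite Red are added. After 20 min RT, fluorescence (525/598 nm) is read.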
Starred values were filed as active, the others as inactive; u = inconclusive; x = no result given. Unless noted, calls follow the shape of the dose curve; as a rule, active = well fitted curve in the direction sought with a large enough effect; inconclusive = small, poorly fitted or top-dose-only effect, or another doubt; inactive = no such curve, though single readings can be large; an effect the other way counts as inactive or inconclusive. Unless noted, % is scaled to controls: 0 for no effect and ±100 for the full control effect.

SMILES	GALK inhibitor	PKM2 act	Eya2 inh	USP2a block	Chronic BCR inh	hERG WT inh	B2AR arrestin	KCNH2 3.1 inh	Giardia kill	uPA surface inh	Coupling enz
CCOC(=O)C1CCN(c2nnc(N3CCCC3=O)s2)CC1	-3%	-13%	-32%	1%	-3%	-6	0.2%	8	-12	6%	0
O=C(NCc1ccc(Cl)cc1)C1CCC(CNc2c(N3CCCCC3)c(=O)c2=O)CC1 (configuration not stated)	x	4%	-1%	3%	u	10	-0.8%	12	-5	6%	3
O=C(c1cccc(F)c1)N1CCCc2ccccc21	-3%	1%	7%	2%	2%	-3	-1.0%	0	-5	2%	-3
CCSC1=N/C(=C\c2ccccc2)C(=O)N1c1ccc(OC)cc1	-1%	-5%	8%	-4%	0%	7	-0.2%	-47	7	-1%	0
C=CCc1ccccc1OCC(O)CN(CC)CC (configuration not stated)	0%	4%	-16%	0%	-8%	24	0.0%	11	0	2%	2
Cc1cccc(C)c1N(CC(=O)N1CCN(c2ccccc2F)CC1)S(C)(=O)=O	-2%	11%	13%	3%	-3%	0	0.0%	-2	0	u	-1
COc1cc(OC)cc(C(=O)NCCNC(=O)c2ccccc2)c1	0%	-4%	-5%	-1%	-3%	-5	0.1%	-1	-22	0%	1
CN(C(=O)COC(=O)c1cc(S(=O)(=O)N2CCCCC2)ccc1Cl)c1ccccc1	x	x	6%	1%	7%	-3	-0.7%	-2	-6	-20%	x
CC1CN(C(=O)C(C)OC(=O)c2ccc3ncsc3c2)CC(C)O1 (configuration not stated)	x	x	14%	4%	1%	10	-0.2%	-6	-22	15%	x
CN1C(=O)NC(c2cccc([N+](=O)[O-])c2)C2=C1CCCC2=O (configuration not stated)	4%	x	-5%	3%	u	4	0.5%	18	4	-9%	2
O=C(COC(=O)c1ccco1)NNC(=O)c1ccc(Cl)cc1	x	x	3%	4%	7%	-10	0.0%	37	17	-3%	x
CCNC(=O)C1CCCN1S(=O)(=O)c1ccc(OC)cc1 (configuration not stated)	4%	0%	x	x	x	-1	x	9	0	2%	1
O=c1[nH]c(CN2CCN(CCO)CC2)nc2ccccc12	-2%	-2%	9%	-1%	0%	-7	0.1%	1	-19	9%	1
O=C(c1ccccc1)n1ccc(-c2cccs2)n1	2%	-13%	0%	0%	10%	1	-0.2%	6	-5	2%	0
c1ccc(-c2ccc3c(c2)c2c4n3CCN=C4CCC2)cc1	0%	21%	-16%	-7%	-11%	26	-0.6%	-5	0	x	1
C[C@@H]1NS(=O)(=O)[C@H]2C[C@@H]3C=C[C@]2(O3)[C@H]1OC(=O)Nc1ccc(C(F)(F)F)cc1[N+](=O)[O-]	x	x	14%	0%	4%	5	-0.1%	21	-7	-5%	x
O=C1CCC(=O)N1CC(=O)N1CCCc2ccccc21	-2%	x	0%	3%	5%	1	-0.4%	15	20	-1%	1
CC[C@H](C)C(=O)N[C@H]1CCCN1C(=O)/C=C/c1ccccc1	x	x	-11%	1%	-1%	9	0.0%	-6	-11	10%	x
COc1ccccc1Cn1c(=S)[nH]c2cc(C(=O)NCCN3CCOCC3)ccc2c1=O	-21%	-8%	-1%	-1%	u	-3	0.2%	1	8	x	2
Cc1cccc(C(=O)N2CCN(c3ccccn3)CC2)c1	-2%	1%	4%	-2%	-1%	13	-0.9%	0	4	-8%	-7
COC(=O)/N=C/c1c(NCc2ccccc2)nc2c(C)cccn2c1=O	-1%	0%	8%	2%	14%	-5	0.1%	x	-4	3%	-5
Cc1ccc(C)n1-c1ccsc1C(=O)CC#N	14%	5%	12%	-1%	16%	3	0.1%	0	3	0%	2
CCc1ccc(OCCSc2nc3ccccc3n2CCC(=O)O)cc1	4%	0%	1%	1%	u	-12	-0.5%	6	1	-6%	9
CC(NS(=O)(=O)c1ccc(F)cc1)C(c1cccs1)N1CCN(C)CC1 (configuration not stated)	2%	-5%	8%	-2%	-4%	46	-0.2%	-1	4	x	5
Cc1ccc(-n2c(O)c(C=Nc3ccccc3-c3n[nH]c(=S)[nH]c3=O)c3ccccc3c2=O)c(C)c1	5%	1%	-15%	-9%	0%	9	-1.3%	3	4	2%	3

(next part)
SMILES	GALK inhibitor	PKM2 act	Eya2 inh	USP2a block	Chronic BCR inh	hERG WT inh	B2AR arrestin	KCNH2 3.1 inh	Giardia kill	uPA surface inh	Coupling enz
CC1CCCN(c2ccc(C(=O)NCC3CCCO3)cn2)C1 (configuration not stated)	-2%	-5%	12%	0%	4%	-6	0.0%	1	16	-5%	0
O=C(Cn1ccc2ccccc2c1=O)NCCC(=O)Nc1cccnc1	-1%	-6%	12%	2%	-4%	-2	-0.8%	-31	6	2%	0
O=C(CSc1ccc2nnc(-c3ccc(F)cc3)n2n1)NCc1ccco1	-3%	2%	-24%	4%	2%	-1	-1.1%	6	-14	2%	-2
CCN1C(=Nc2ccc(Cl)cc2)SC/C1=C\C(=O)OC	-2%	-1%	-3%	0%	2%	13	0.0%	-17	-4	-1%	1
Cc1cccc2cc(C#N)c(NCc3ccccc3)nc12	9%	x	0%	-1%	u	-6	-0.3%	-7	-2	-6%	-44*
CC(OC(=O)c1oc2ccccc2c1COc1ccccc1)C(=O)NC(N)=O (configuration not stated)	-1%	3%	8%	0%	-13%	-1	-0.2%	4	-12	-4%	0
O=S1(=O)NC2CCCCCN2c2ccc(F)cc21 (configuration not stated)	3%	17%	-1%	0%	-1%	26	0.1%	5	10	-3%	-1
CC(C)(C)CC(=O)N1CCC(c2nc3c(nnn3Cc3c(F)cccc3Cl)c(=O)[nH]2)CC1	0%	2%	8%	1%	4%	5	-0.6%	-11	-6	1%	0
CCn1c(SCC(=O)NC2=NCCS2)nnc1C(C)NC(=O)c1ccccc1F (configuration not stated)	-1%	x	4%	1%	-6%	7	-0.7%	12	-1	0%	-1
CC1CC(C)CN(c2ncnc3c2cnn3C)C1 (configuration not stated)	0%	4%	2%	-1%	u	-6	-0.4%	12	-19	-9%	0
Cc1ccc2cc3c(NC(=O)C(C)C)nn(C)c3nc2c1	2%	-1%	-2%	1%	0%	-5	-0.5%	0	0	-2%	1
Cc1ccccc1OCC1CNC(=O)O1 (configuration not stated)	8%	-32%	-6%	0%	-2%	0	-0.6%	0	28	12%	2
Cc1ccc(CC2CC(=O)N(CCc3ccccc3)C2=O)cc1 (configuration not stated)	1%	-11%	7%	6%	2%	-2	0.0%	16	1	8%	2
COc1ccc(OC)c(NC(=O)Nc2cccnc2)c1	-1%	1%	-4%	4%	0%	-10	-0.3%	-5	14	8%	x
COc1ccc(C2OC(=O)CC2C(=O)N2CCN(c3cc(Cl)ccc3C)CC2)cc1OC (configuration not stated)	2%	-1%	-22%	2%	u	2	-0.3%	-3	-12	-9%	-2
O=C(COc1cccc2cccnc12)N/N=C/c1ccccc1O	4%	6%	-5%	-1%	u	3	0.9%	6	1	6%	5
CC(=O)OC1CSC2c3ccccc3C(=O)N2Cc2sccc21 (configuration not stated)	2%	8%	-5%	1%	-17%	-23	-0.4%	11	-19	-11%	4
C[N+](C)(C)C/C=C1/COCO1	0%	-8%	5%	2%	4%	18	-0.7%	4	-22	1%	0
CN(C)CCCNS(=O)(=O)c1ccc(N2CCN(Cc3ccc4c(c3)OCO4)CC2)c([N+](=O)[O-])c1	-5%	x	5%	1%	u	43	-0.1%	-21	-7	-12%	-1
NC(=O)c1ccsc1NC(=O)COC(=O)c1nc(Cl)ccc1Cl	x	x	9%	-1%	u	5	0.1%	-6	11	1%	x
c1ccc(C2NCCn3cccc32)cc1 (configuration not stated)	3%	2%	-3%	-2%	-1%	-2	-0.1%	-3	4	8%	-2
CC(C)(C)NS(=O)(=O)c1ccc(NC(=O)C(Sc2ccccc2)c2ccccc2)cc1 (configuration not stated)	-1%	-1%	14%	-9%	3%	-5	4.3%	-30	-6	-10%	-3
COc1cc(C(C2C(=O)CC(C)(C)CC2=O)C2C(=O)CC(C)(C)CC2=O)ccc1O	2%	x	-11%	0%	5%	-13	-0.4%	-27	3	0%	2
O=C(Nc1nc(-c2ccccn2)cs1)c1cccc(-n2cnnn2)c1	-4%	8%	7%	0%	-10%	-12	-0.3%	9	-8	u	-7
COC(=O)CCC(=O)NC(=S)Nc1c(C)cccc1C	2%	0%	-10%	0%	8%	5	0.1%	8	-3	5%	1

Compounds were not picked by outcome; 2.4% or so of the library scored in one or more.
